FadD28 FP inh – inhibitors of Mycobacterium tuberculosis FadD28 bisubstrate binding; FadD28 bisubstrate probe binding, fluorescence polarization; inhibition, % at 12.5 µM; 0.22% of 360,000 active; AID 588549; in the data active = inhibition above about 8.5%, passing the limit was not always enough; inconclusive = no clear call, values can overlap the other calls
BoNT-F LC inh – BoNT F light chain protease inhibition; 0.22% of 360,000 active; Multiplex microsphere protease cleavage assay, flow cytometry; inhibition, % at 10 µM; in the data active = inhibition above about 35%, passing the limit was not always enough; inconclusive = no clear call, values can overlap the other calls; also: plate controls were buffer without enzyme for full effect and enzyme alone for no effect
FBA Mtb inh – inhibitors of M. tuberculosis fructose-bisphosphate aldolase; P9WQA3; purified M. tuberculosis FBA, fluorescence read-out; inhibition, % at 1 µM; 2.3% of 360,000 active; AID 588726; in the data active = inhibition above about 27%;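 also: 0% = vehicle and 100% = reference inhibitor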
PrPC TRFRET – cell surface PrPC inhibition, primary TR-FRET screen | P04156 | TR-FRET read-out | inhibition, % at 13.8 µM | 0.43% of 370,000 active; in the data active = inhibition above about 24%; also: 0% = median of the test wells and 100% = reference compound wells
Mtb UGM inh – inhibitors of M. tuberculosis UDP-galactopyranose mutase | 0.06% of 320,000 active | P9WIQ1 | inhibition, % at 10 µM | purified UGM, fluorescence polarization probe displacement; in the data active = inhibition above about 10%, passing the limit was not always enough; inconclusive = no clear call, values can overlap the other calls
Target sequence (P9WIQ1 whole entry, looked up): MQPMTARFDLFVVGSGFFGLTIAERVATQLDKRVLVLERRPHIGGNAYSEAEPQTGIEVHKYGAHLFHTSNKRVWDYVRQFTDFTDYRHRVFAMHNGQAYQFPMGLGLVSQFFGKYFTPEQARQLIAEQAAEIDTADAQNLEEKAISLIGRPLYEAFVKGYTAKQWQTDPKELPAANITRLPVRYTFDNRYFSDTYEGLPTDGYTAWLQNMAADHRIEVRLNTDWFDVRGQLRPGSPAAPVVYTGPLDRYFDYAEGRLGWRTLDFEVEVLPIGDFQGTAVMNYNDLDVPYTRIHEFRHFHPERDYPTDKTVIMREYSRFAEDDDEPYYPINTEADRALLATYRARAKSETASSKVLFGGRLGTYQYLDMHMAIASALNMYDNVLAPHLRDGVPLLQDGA
Rv3671c protease – inhibits the M. tuberculosis serine protease Rv3671c; inhibition, % at 5.96 µM; 0.048% of 320,000 active; in the data active = inhibition above about 38%;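 also: extracellular domain of Rv3671c used as enzyme; 0% = enzyme with DMSO and 100% = no enzyme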
Target sequence (P9WHR9 whole entry, looked up, the tested form may be a part): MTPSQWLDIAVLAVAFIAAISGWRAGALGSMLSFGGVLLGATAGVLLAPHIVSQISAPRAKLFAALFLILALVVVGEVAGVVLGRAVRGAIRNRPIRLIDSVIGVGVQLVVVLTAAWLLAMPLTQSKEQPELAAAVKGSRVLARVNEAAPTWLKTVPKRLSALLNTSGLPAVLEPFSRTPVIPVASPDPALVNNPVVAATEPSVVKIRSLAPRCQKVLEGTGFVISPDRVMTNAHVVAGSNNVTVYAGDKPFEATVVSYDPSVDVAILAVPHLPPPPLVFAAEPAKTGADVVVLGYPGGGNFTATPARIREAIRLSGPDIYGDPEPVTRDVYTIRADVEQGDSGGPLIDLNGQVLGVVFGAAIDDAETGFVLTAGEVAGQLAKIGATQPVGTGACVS
GDH-TPI counter – inhibits GDH-TPI coupling enzymes, artifact for Mtb FBA screen; 1.2% of 360,000 active; GDH-TPI coupled enzyme counterscreen, NADH absorbance; inhibition, % at 4.8 µM; in the data active = inhibition above about 30%;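 also: 0% = DMSO wells and 100% = wells lacking the enzyme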
BioA inh – blocks M. tuberculosis BioA enzyme activity; purified M. tuberculosis BioA enzyme, plate reader; inhibition, % at 9.99 µM; 0.096% of 360,000 active; AID 602481; in the data active = inhibition above about 40%; inconclusive = no clear call, values can overlap the other calls
MazF activator – activators of E. coli MazEF toxin-antitoxin RNase | activation, % at 20 µM | 0.32% of 350,000 active | FAM/BHQ RNA-DNA oligo cleavage fluorescence, 5 h | P0AE70 | AID 504720; in the data active = activation above about 50%
Target sequence (P0AE70 whole entry, looked up): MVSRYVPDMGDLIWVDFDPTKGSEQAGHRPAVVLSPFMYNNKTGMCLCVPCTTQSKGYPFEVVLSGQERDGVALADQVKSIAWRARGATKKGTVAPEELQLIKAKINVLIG
Numbers without * were called inactive; ? = inconclusive; / = not tested or not shown; + = active, no number.

SMILES	FadD28 FP inh	BoNT-F LC inh	FBA Mtb inh	PrPC TRFRET	Mtb UGM inh	Rv3671c protease	GDH-TPI counter	BioA inh	MazF activator
Cc1ccccc1NC(=O)C1=CC=CN2CCS(=O)(=O)N=C12	-5.3	5	5	-4	/	-2	13	-2.2	7
COc1cc(C(=O)N(C)C2CCCCC2)ccc1OC1CCN(C(C)=O)CC1	-1.6	?	1	5	0.0	1	-2	-0.7	-2
CCCC1CCCCC12C(=O)NC(=O)NC2=O (stereo unspecified)	0.2	-6	1	-3	/	/	1	/	5
COc1ccccc1NS(=O)(=O)c1ccc(C)c(C(=O)NC2=NCCS2)c1	-2.1	0	-1	1	2.9	-5	4	-1.3	6
NS(=O)(=O)c1ccc(N2N=C(c3ccccc3)CC2c2ccccc2)cc1 (stereo unspecified)	-1.5	-2	+	10	0.4	6	12	/	6
Cn1ccnc1SCC(=O)Nc1ccc([N+](=O)[O-])cn1	-1.1	4	1	-18	/	/	13	-2.9	2
Cc1ccc(NC(=O)c2oc(=O)c3ccccc3c2-c2ccccc2)c(C)c1	-2.2	0	2	8	0.1	1	3	/	5
CCCN(CCC)C(=O)Cn1c(=O)c2ccccc2n2c(=S)sc(-c3ccccc3C)c12	-1.1	3	2	3	0.0	-7	4	/	-32
Cc1nnc(NC(=O)c2ccc(S(=O)(=O)N3CCCCC3)cc2)s1	-1.4	-8	1	-4	0.1	-3	4	-0.7	4
Cc1cc(CCN2CCC(=O)NC2=O)ccc1OC(C)C	-0.9	-2	6	7	3.0	-2	0	-0.6	1
CC(CCc1ccccc1)NC(=O)COC(=O)c1ccc(F)cc1 (stereo unspecified)	-1.0	-9	0	1	1.8	-15	4	-3.8	-12
Cc1ccc(S(=O)(=O)N(C)c2ccc(C(=O)NCC(c3ccccc3)N3CCCC3)cc2)cc1 (stereo unspecified)	-3.3	-4	-3	3	/	/	1	-2.7	2
COc1ccc(/C=C/C(=O)NCCc2ccc(S(N)(=O)=O)cc2)cc1	-3.7	0	-3	-3	-1.1	-1	10	-1.0	6
Cc1coc2cc3oc(=O)c(CCC(=O)NCc4ccccn4)c(C)c3cc12	-1.1	-2	18	4	3.1	0	18	-0.7	-5
CN(Cc1cccc(F)c1)C(=O)CN1C(=O)NC2(CCc3ccccc32)C1=O (stereo unspecified)	/	1	4	-3	-0.5	-2	-1	1.1	-6
Cc1cccc(Oc2ccccc2NC(=O)c2cnccn2)c1	-1.1	10	-2	-2	-2.4	0	2	-0.1	-1
Cc1ccc(S(=O)(=O)N2CC=C(C(=O)NCc3ccccc3)CC2)cc1	-0.4	-9	1	7	0.5	4	3	0.5	8
O=C(O)c1ccc(S(=O)(=O)c2ccc3c(c2)C(=O)N(Cc2ccco2)C3=O)cc1	1.6	-3	0	6	3.1	-4	-2	2.3	11
CCN1CN(Cc2ccco2)CNC1=S	-2.0	28	5	3	4.7	-4	6	/	5
Cc1ccc(C)c(OCC(=O)NNC(=O)c2ccc(NC(=O)C3CC3)cc2)c1	-4.4	-1	3	-2	-0.2	/	-2	-1.3	-1
C/C(CC(=O)Nc1ccc(Cl)cc1C(F)(F)F)=N\NC(=O)c1cccs1	-0.5	?	-1	-2	-0.5	-8	14	-2.5	10
O=C1CN(c2ccccc2)C(=S)N1C(=O)c1ccc(Br)cc1	-3.1	-18	5	5	0.4	0	-1	-1.5	5
CNc1cncc(-c2ccc(C)cc2)n1	3.1	6	197*	4	/	/	15	-0.4	/
CCOC(=O)N1CCC(NC(=O)c2cc(S(=O)(=O)N3CCC4(CC3)OCCO4)ccc2F)CC1	1.3	-3	4	3	1.2	0	2	/	4
Cc1ccc(NC(=O)c2cc(C)nn2-c2ccccc2)cc1	-0.5	-7	1	2	1.9	-4	8	0.3	6
COc1ccccc1NC(=O)/C(C#N)=C/c1ccncc1	-2.4	-4	0	1	-0.1	-9	-5	-7.0	-4
Cc1oc(-c2cc(F)cc(F)c2)nc1CN1CCSCC1	-1.3	-7	1	8	0.1	5	-6	/	0
C[n+]1cccc(/C=N/NC(=O)CC23CC4CC(CC(C4)C2)C3)c1	-1.5	-4	-1	-6	0.9	1	10	/	6
Cc1ccc(C2CC(=O)C(C=NCCN3CCN(C(=S)Nc4ccc(F)cc4)CC3)=C(O)C2)cc1 (stereo unspecified)	-0.1	0	0	2	-1.4	0	-2	/	7
O=C(CSC1CCCCC1)Nc1ccccc1Br	-0.3	-5	0	-1	-1.3	-6	0	/	-6
O=C(CSc1nnc(NC(=O)c2ccccc2)s1)NCC1CCCO1 (stereo unspecified)	-2.3	2	-2	7	1.2	-3	18	-2.3	3
Nc1nc(SCCO)[nH]c(=O)c1NC(=O)c1ccc(Br)o1	-0.9	2	-1	-1	7.1	-14	-2	-0.3	-23
CCc1nnc(NC(=O)CN2CCN(S(C)(=O)=O)CC2)s1	-3.5	3	-2	-1	1.1	-1	2	0.2	6
O=C1CNC(=O)/C1=C/c1ccc(O)cc1	-1.0	-4	-52	6	2.0	0	20	-0.3	-66
Cc1ccc(C(=O)NCCN2C3=NC[C@H](C(C)C)N3C[C@H]2Cc2ccc(O)cc2)cc1Br	-2.5	-12	7	-5	2.1	-3	8	2.4	23
COc1cccc(/C=C/C(=O)OCC(=O)NCc2ccc3c(c2)OCO3)c1	-2.4	2	9	5	1.7	-7	2	-1.9	2
CC(C)NC(=O)CSc1nnc(-c2ccncc2)n1-c1ccccc1	-1.3	-12	3	1	2.7	-9	5	1.9	-13
COc1cccc(C(C(=O)NC2CCCC2)N(C(=O)CNC(=O)c2ccco2)c2cccnc2)c1 (stereo unspecified)	-0.9	7	2	-6	-2.7	-9	7	-1.2	7
O=C1OC2CC3CC1CC(O)(C3)C2 (stereo unspecified)	-0.3	-7	1	4	-2.4	1	13	-1.2	6
CCc1c(C)c(C#N)c2nc3ccccc3n2c1N(C)C	-0.6	-10	7	4	0.2	5	5	0.0	-1
CC(C)(C)C(=O)N1CCN(c2ccc(Cl)cc2[N+](=O)[O-])CC1	2.5	1	2	-30	0.8	-11	8	/	-1
Nc1cc(S(=O)(=O)N2CCCCC2)ccc1Oc1ccc(Cl)cc1	-3.7	-7	-3	18	-0.2	-9	-3	/	-10
Cc1nc2cc(NCc3nc4ccccc4n3Cc3ccccc3)ccc2n1C	0.3	0	7	-6	0.9	10	16	/	12
COC(=O)c1cscc1NC(C)=O	-4.0	16	-2	1	-1.2	2	1	1.6	4
CC1(C2CC2)NC(=O)N(CC(=O)Nc2ccccc2F)C1=O (stereo unspecified)	1.6	12	5	-8	/	/	10	-0.9	-1
O=C(N/N=C/c1ccccc1C(=O)O)c1ccc(COc2cccc3cccnc23)cc1	-24	5	6	1	-3.1	3	0	/	3
COc1ccc(NC(=O)c2ccc(COc3ccccc3Br)o2)cc1OC	-2.0	-10	-1	17	1.5	-3	10	2.8	-1
CC[C@@]1(c2ccccc2OC)ON(c2ccccc2C(F)(F)F)C1=O	-8.9	-5	-2	4	5.9	-4	6	0.6	3
O=C(Nc1ccc2cn[nH]c2c1)c1ccc(Cl)c(S(=O)(=O)N2CCOCC2)c1	-0.1	-2	2	-3	0.8	-18	10	/	-2
O=C(NCc1ccccc1)C1CCN(S(=O)(=O)c2ccc(N3CCCC3=O)cc2)CC1	-1.5	6	6	-2	-2.2	-16	6	/	1
C[C@H](N)c1nnc(SCC(=O)N(C)C)o1	-2.2	-2	2	-3	-1.2	4	4	-0.6	10
CCOc1ccc(N=C2C(=O)Nc3ccc(C)c(Br)c32)cc1	-0.3	?	0	-7	3.4	3	-6	/	6
CC(C)c1ccccc1OCCNC(=S)NC(=O)c1cccnc1	-0.5	-3	-3	2	/	-1	2	5.6	4
COc1ccc(CC2(CO)CCN(Cc3ccc4nsnc4c3)CC2)cc1	-1.8	-5	1	-13	-1.5	2	-3	/	7
C=CCn1c(SCC(=O)NCC2CCCO2)nc2scc(-c3ccccc3)c2c1=O (stereo unspecified)	-1.9	-7	1	-4	3.0	-8	1	8.4	6
Cc1ccc(C(=O)N2CCc3ccccc32)cc1NC(=O)c1ccco1	0.3	2	0	2	-3.4	-2	3	-2.7	-5
CCC/C=C1/CCCOC(C(=O)NCc2ccccn2)(C(F)(F)F)C1 (stereo unspecified)	-0.3	10	2	1	-0.6	-13	0	-0.6	10
Cc1cccc(OP(N)(=O)Oc2cccc(C)c2)c1	-1.3	-3	2	8	-0.2	1	3	/	3
Cc1cc(Cl)ccc1OCC(=O)Nc1ccccc1NS(=O)(=O)c1cccs1	0.7	-1	3	-6	-2.3	-15	-5	/	0
O=C(NCC1CCCO1)c1c(O)c2c([nH]c1=O)CCCC2 (stereo unspecified)	-1.1	-4	6	5	-1.3	-3	1	0.8	-9
Continuation:
SMILES	FadD28 FP inh	BoNT-F LC inh	FBA Mtb inh	PrPC TRFRET	Mtb UGM inh	Rv3671c protease	GDH-TPI counter	BioA inh	MazF activator
COc1cccc(-c2cc(C(=O)Nc3ccccc3SC)no2)c1	0.7	-1	-1	7	-2.7	-2	18	/	-2
COC(=O)c1c(C)oc(C)c1S(=O)(=O)Nc1ccc(C(C)C)cc1	-3.3	/	-3	2	-0.2	4	2	0.0	2
Cc1cc(-c2ccc(C(C)C)c(S(=O)(=O)N3CCN(c4ccccn4)CC3)c2)on1	-2.4	2	-2	10	-1.3	-2	-2	-0.4	1
COc1ccccc1N1CCN(C(=O)c2cc(C3CC3)on2)CC1	-1.5	-8	-1	-3	-2.2	3	0	0.3	0
CO/N=C(\CS(=O)(=O)Cc1ccc(OC)cc1)c1ccc(Cl)cc1	-0.5	10	0	1	2.9	-10	8	-3.3	-4
COc1cc2c(OC(C)=O)c3c(c(-c4ccc5c(c4)OCO5)c2cc1OC)C(=O)OC3	0.2	-8	6	-10	-1.9	-2	12	-0.8	10
Cc1ccc(C)c(C(O)c2ncc(-c3cccc(C(F)(F)F)c3)[nH]2)c1 (stereo unspecified)	-3.4	-13	0	2	/	/	8	0.0	/
CC(C)CNC(=S)NNC(=O)c1nn(C)cc1Cl	-4.1	-3	3	0	-0.2	2	-2	/	0
CN1CCN(NC(=O)CSc2ccc(Cl)cc2Cl)CC1	-4.7	0	-4	11	-1.0	-2	5	-0.6	-2
CC1(C)COC(c2cc3c(cc2Br)OCO3)OC1	/	3	1	4	/	/	7	-1.8	2
CSc1ccccc1C(=O)Nc1ccccc1C(=O)N1CCCC1	-1.0	-2	-1	9	-0.9	-1	8	-1.6	-2
CC(C)(C)C(=O)OCc1nc(-c2ccc(Cl)cc2)cs1	-1.3	-2	2	8	0.9	3	5	1.3	-6
CSc1ccc(/C=N/n2c(COc3ccccc3)n[nH]c2=S)cc1	-1.3	-9	-4	-3	4.0	-3	19	/	6
CC1(C(=O)NCc2cccc3ccccc23)CCN1C(=O)Cc1ccc(-c2ccccc2)cc1 (stereo unspecified)	-1.3	4	-2	-3	/	/	6	-2.2	/
Cc1cc(CN(C)C(=O)C2CCC(=O)N(CCc3ccccc3)C2)n[nH]1 (stereo unspecified)	-0.1	-4	5	0	0.5	/	5	-1.3	2
NS(=O)(=O)c1ccc2nc(NC(=O)CS(=O)(=O)c3ccc(F)cc3)sc2c1	-1.5	1	0	6	0.3	-15	16	-2.0	-8
CC(C)(C)NC(=O)COC(=O)c1ccccc1Nc1ccc(SC(F)F)cc1	-0.3	-4	9	-4	1.9	-9	9	-0.5	0

Pulled one by one from the entries so far, 3 records:
SMILES	FadD28 FP inh	BoNT-F LC inh	FBA Mtb inh	PrPC TRFRET	Mtb UGM inh	Rv3671c protease	GDH-TPI counter	BioA inh	MazF activator
O=C(O)c1ccc(S(=O)(=O)c2ccc3c(c2)C(=O)N(Cc2ccco2)C3=O)cc1	1.6	-3	0	6	3.1	-4	-2	2.3	11
Nc1cc(S(=O)(=O)N2CCCCC2)ccc1Oc1ccc(Cl)cc1	-3.7	-7	-3	18	-0.2	-9	-3	/	-10
O=C(Nc1ccc2cn[nH]c2c1)c1ccc(Cl)c(S(=O)(=O)N2CCOCC2)c1	-0.1	-2	2	-3	0.8	-18	10	/	-2

Among those listed so far, 3 contain a tert-butyl group:
SMILES	FadD28 FP inh	BoNT-F LC inh	FBA Mtb inh	PrPC TRFRET	Mtb UGM inh	Rv3671c protease	GDH-TPI counter	BioA inh	MazF activator
CC(C)(C)C(=O)N1CCN(c2ccc(Cl)cc2[N+](=O)[O-])CC1	2.5	1	2	-30	0.8	-11	8	/	-1
CC(C)(C)C(=O)OCc1nc(-c2ccc(Cl)cc2)cs1	-1.3	-2	2	8	0.9	3	5	1.3	-6
CC(C)(C)NC(=O)COC(=O)c1ccccc1Nc1ccc(SC(F)F)cc1	-0.3	-4	9	-4	1.9	-9	9	-0.5	0

Screening results deposited in PubChem BioAssay by several laboratories.

This is a random part of the collection; 4.8% or so of the library scored in one or more.
